# Compound activity: PubChem, National Center for Advancing Translational Sciences (NCATS)
# SW480 rerep = induces DNA re-replication in SW480 colon adenocarcinoma cells | SW480 DNA re-replication, Hoechst DNA content imaging, 48 h | Potency, µM (highest dose often 46.1 µM), for the others: at the highest dose re-replication activation, usual class: activators | 1.8% of 340,000 active | AID 624297; also: potency is read from the fitted curve at half-maximal effect; % of control where 0% means no effect; nearly all actives have a fitted effect of over 55% in size
#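 Hoechst fluorescence of nuclei (405 nm excitation, 500-530 nm emission) measured by plate-scanning imager after 48 hr compound exposure at 37 C; re-replication scored as increased number of nuclei with elevated intensity.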
# IL-1B inflam inh = inflammasome signaling inhibition, IL-1 beta readout | THP-1 LPS/ATP IL-1B secretion, AlphaLISA, 16 h; active compounds read low | activity change, % at 57.5 µM | 4.7% of 360,000 active | AID 743279; in the data active = activity change below about -50%; inconclusive = mostly about -30% to -49%; also: % is scaled to controls: 0 for no effect and ±100 for the full control effect
#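 THP-1 cells pretreated 1 hr with compounds (up to 57.5 uM final), then stimulated with LPS (250 ng/mL final) plus ATP (1.25 mM final); secreted IL-1B measured by AlphaLISA after 16 hr, decreased signal indicating inhibition.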
# WRN helicase inh = blocks human WRN helicase | WRN helicase unwinding, fluorescent forked duplex, kinetic | Potency, µM (highest dose often 114 µM), for inactives: at the highest dose activity change, negative = inhibition, usual class: inhibitors | 0.46% of 360,000 active | AID 651768; also: potency is read from the fitted curve at half-maximal effect; % is scaled to controls: 0 for no effect and ±100 for the full control effect; nearly all actives have a fitted effect of over 55% in size
# Target sequence (Q14191 whole entry, looked up): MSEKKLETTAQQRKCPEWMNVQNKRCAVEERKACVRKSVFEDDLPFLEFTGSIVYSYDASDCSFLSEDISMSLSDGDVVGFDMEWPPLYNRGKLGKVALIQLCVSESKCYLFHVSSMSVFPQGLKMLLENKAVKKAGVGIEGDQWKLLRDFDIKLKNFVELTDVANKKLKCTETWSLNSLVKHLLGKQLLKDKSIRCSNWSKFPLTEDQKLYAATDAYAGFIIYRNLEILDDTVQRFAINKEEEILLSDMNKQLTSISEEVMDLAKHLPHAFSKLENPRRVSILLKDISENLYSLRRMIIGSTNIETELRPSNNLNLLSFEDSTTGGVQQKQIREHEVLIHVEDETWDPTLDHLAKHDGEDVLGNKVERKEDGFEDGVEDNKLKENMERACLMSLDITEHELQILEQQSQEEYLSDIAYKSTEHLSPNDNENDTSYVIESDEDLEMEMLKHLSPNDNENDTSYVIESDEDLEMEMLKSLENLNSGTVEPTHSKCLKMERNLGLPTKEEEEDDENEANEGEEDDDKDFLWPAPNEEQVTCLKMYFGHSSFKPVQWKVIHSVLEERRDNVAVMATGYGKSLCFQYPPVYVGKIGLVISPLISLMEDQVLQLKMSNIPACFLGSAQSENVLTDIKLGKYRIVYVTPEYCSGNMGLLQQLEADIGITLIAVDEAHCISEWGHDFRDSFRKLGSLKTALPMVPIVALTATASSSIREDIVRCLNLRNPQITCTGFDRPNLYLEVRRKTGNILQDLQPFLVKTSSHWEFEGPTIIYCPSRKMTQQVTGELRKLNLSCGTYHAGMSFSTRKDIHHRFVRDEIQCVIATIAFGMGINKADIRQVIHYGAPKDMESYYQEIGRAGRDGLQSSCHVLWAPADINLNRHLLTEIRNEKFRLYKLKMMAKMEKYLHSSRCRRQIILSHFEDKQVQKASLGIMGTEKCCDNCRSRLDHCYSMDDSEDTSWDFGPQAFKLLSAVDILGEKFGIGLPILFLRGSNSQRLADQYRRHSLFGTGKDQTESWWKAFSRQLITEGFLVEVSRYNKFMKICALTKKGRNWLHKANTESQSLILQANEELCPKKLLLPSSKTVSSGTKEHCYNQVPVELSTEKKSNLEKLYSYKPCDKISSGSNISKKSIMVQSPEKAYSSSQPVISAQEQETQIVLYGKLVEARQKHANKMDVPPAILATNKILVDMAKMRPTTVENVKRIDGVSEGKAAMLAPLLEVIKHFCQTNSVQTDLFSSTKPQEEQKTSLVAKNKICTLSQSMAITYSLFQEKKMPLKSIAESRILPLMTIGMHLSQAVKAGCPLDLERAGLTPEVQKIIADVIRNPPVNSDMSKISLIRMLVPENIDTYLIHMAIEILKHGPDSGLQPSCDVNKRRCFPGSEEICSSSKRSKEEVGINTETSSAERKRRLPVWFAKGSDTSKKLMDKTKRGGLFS
#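 Kinetic red-fluorescence monitoring (525/598 nm) tracks WRN helicase activity after 100 nM fluorophore-quencher forked duplex and 2 mM ATP are added to 20 nM enzyme pretreated 15 min at room temperature with compound.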
# KB-V1 cytotox = kills drug-selected multidrug resistant KB-V1 cells | KB-V1 MDR cells viability, CellTiter-Glo, 72 h | Potency, µM (highest dose often 46.1 µM), inactives show top-dose activity change, negative = cytotoxicity, most hits filed as cytotoxic | 3.4% of 400,000 active | AID 1347076; also: potency is read from the fitted curve at half-maximal effect; % is scaled to controls: 0 for no effect and ±100 for the full control effect; nearly all actives have a fitted effect of over 60% in size
#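 Cytotoxicity via CellTiter-Glo luminescence after 72 h compound exposure at 37 degrees C. Cells: drug-selected KB-V1 line, DMEM phenol-red free plus 10% FBS. Compounds tested at multiple concentrations; normalized data fitted to concentration-effect curves.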
# ATXN2 expr inh = ATXN2 expression inhibition; HEK-293 ATXN2-luciferase reporter, luminescence, 24 h; Potency, µM (series often up to 57 µM), for the others: at the highest dose activity change, negative = inhibition, actives largely listed as inhibitors; 0.72% of 360,000 active; also: potency is read from the fitted curve at half-maximal effect; % is scaled to controls: 0 for no effect and ±100 for the full control effect; nearly all actives have a fitted effect of over 55% in size
#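 qHTS (up to 57 uM final) was run with 24 h compound exposure of reporter cells at 37 °C. Each well was multiplexed: SteadyGlo luminescence measured ATXN2-luciferase expression after a fluorogenic Gly-Phe-AFC viability readout (25 uM final).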
# KB-3-1 tox = kills parental KB-3-1 adenocarcinoma cells; KB-3-1 viability, CellTiter-Glo ATP luminescence, 72 h; Potency, µM (highest dose often 46.1 µM), for inactives: top-dose activity change, negative = cytotoxic, usual class: cytotoxic; 1.4% of 400,000 active; AID 1347075; also: potency is read from the fitted curve at half-maximal effect; % is scaled to controls: 0 for no effect and ±100 for the full control effect; nearly all actives have a fitted effect of over 60% in size
#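 Viability of parental KB-3-1 cells, measured by CellTiter-Glo luminescence, followed a 72 h incubation at 37 °C with pinned compounds in phenol-red-free DMEM containing 10% FBS.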
# HT1080 IDH1KD tx = toxicity to HT-1080 IDH1 knockdown cells (counter line). HT-1080 IDH1 knockdown viability, ATP luminescence, 48 h. Potency, µM (top dose mostly 46.1 µM), without a hit: at the top dose activity, negative = toxicity, hits mostly cytotoxic. 2% of 360,000 active;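 also: potency is read from the fitted curve at half-maximal effect; 0% = DMSO wells and -100% = cell-free medium wells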
#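 Luminescent ATP read-out (CellTiter-Glo, 10 min at room temperature) after 48 h compound exposure at 37 °C gave viability of IDH1-knockdown HT-1080 cells. Activity was normalised to DMSO and cell-free wells, then fitted as concentration-response curves.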
# HT1080-NT tox = kills 2HG-producing HT-1080-NT fibrosarcoma cells; HT-1080-NT fibrosarcoma viability, CellTiter-Glo ATP luminescence, 48 h; Potency, µM (titrated, usually from 46.1 µM), for inactives: at the top dose activity, negative = less viability, most hits filed as cytotoxic; 1.6% of 360,000 active; AID 686970;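 also: NT is the 2HG producing partner of a matched IDH1 knockdown line; potency is read from the fitted curve at half-maximal effect; 0% = DMSO-treated cells and -100% = media-only wells without cells; nearly all actives have a fitted effect of over 55% in size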
#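 Luminescent CellTiter-Glo readout after 48 hours of compound exposure at 37 degrees C defined viability of HT-1080-NT cells. Activity was normalized to DMSO wells and cell-free media wells; concentration-response curves were fitted and assigned curve classes.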
# MCF10A rereplic = induces DNA re-replication in MCF 10a normal breast cells; Potency, µM (highest dose often 46.1 µM), for the others: at the top dose activity, positive = re-replication, most hits filed as activators; 2.9% of 350,000 active; MCF 10A DNA re-replication, Hoechst nuclear intensity, 48 h; also: potency is read from the fitted curve at half-maximal effect; % of control where 0% means no effect; nearly all actives have a fitted effect of over 50% in size
# Numbers without * were called inactive; ? = inconclusive; . = no result given; & = joins results of further samples; [ ] = remark or other dose. Unless noted, calls follow the shape of the dose curve; as a rule, active = well fitted curve in the direction sought with a large enough effect; inconclusive = small, poorly fitted or top-dose-only effect, or another doubt; inactive = no such curve, though single readings can be large; an effect the other way counts as inactive or inconclusive.
# Below each SMILES: KB-3-1 tox	KB-V1 cytotox	HT1080 IDH1KD tx	SW480 rerep	ATXN2 expr inh	MCF10A rereplic	IL-1B inflam inh	WRN helicase inh	HT1080-NT tox
C#CCn1c(O)c(N=NC(=O)CNC(=O)/C=C/c2ccccc2)c2ccccc21
    22%	-8%	-15%	-8%	-10%	7%	52	-1%	-15%
CCOC(=O)N1CCN(S(=O)(=O)c2ccc(OC)c(C(=O)N3CCCCC3)c2)CC1
    -4%	?	7%	1%	-3%	-1%	52	-9%	0%
O=C(CN(Cc1ccc(Br)cc1)S(=O)(=O)c1ccccc1)NCc1ccncc1
    .	.	-5%	16%	-19%	21%	-6	-35%	1%
COc1cccc(-c2csc3nnc(SCC(=O)c4ccc(NC(C)=O)cc4)n23)c1
    2%	2%	-1%	-8%	3%	6%	-3	-2%	-2%
COc1ccc(Cc2nnc(SCC(=O)Nc3ccc(C)c(Cl)c3)[nH]c2=O)cc1
    -8%	-1%	-3%	-147%[inhibitor]	-20%	14%	25	-25%	-20%
CCOc1ccc2[nH]c(=O)c(CN(CCO)C(=O)CC)cc2c1
    ?	6%	6%	-4%	-6%	-8%	8	3%	5%
Cc1cccc(COc2ccc(/C=N/NC(=O)c3nnn(-c4nonc4N)c3CN3CCCCC3)cc2)c1
    2%	?	6%	-24%	.	16µM*	-9	2%	10%
O=C1NC[C@H](CCCCN2C[C@H](Cc3ccccc3)N(CCC3CCCCC3)C(=O)C2=O)N(Cc2ccccc2)C1=O
    -1%	26%	14%	.	13%	.	20	4%	21%
C[C@@H]1CCCCO[C@@H](CN(C)C(=O)c2ccccc2)[C@@H](C)CN([C@H](C)CO)C(=O)c2cc(N(C)C)ccc2O1
    -5%	-3%	4%	.	-15%	.	-14	7%	1%
O=C(CSc1nnc(-c2ccccc2)n1Cc1ccccc1)N1CCOCC1
    0%	-3%	11%	-7%	-1%	1%	-1	-6%	9%
Cc1cc2sc3nc(=O)n(-c4ccccc4)c(=O)n3c2cc1C
    -3%	-1%	1%	-3%	42%[activator]	0%	-3	-13%	-1%
CC1CC(C)CN(C(=O)C2CCCN(c3ncnc4c3nc3n4CCCCC3)C2)C1 (stereo not drawn)
    -20%	6%	-6%	-3%	-25%	?	-8	0%	-13%
CC(CC(=O)Nc1ccc(F)cc1F)S(=O)(=O)c1ccc2c(c1)NC(=O)CO2 (stereo not drawn)
    5%	3%	2%	9%	-3%	-1%	28	5%	2%
CN(Cc1ccc(Cl)cc1)C(=O)COC(=O)c1ccc(-c2ccc(O)cc2)cc1
    -1%	15%	?	?	-26%	?	-1	0%	-24%
O=C(CSc1nc2ccccc2o1)NCC1CCCO1 (stereo not drawn)
    -13%	1%	-1%	-4%	9%	8%	2	-11%	3%
OC1(C#CCN2CCOCC2)CCCCC1
    -1%	-18%	5%	?	.	4%	13	4%	0%
COc1ccc(CN2CCOCCOCCOCCOCCOCC2)cc1
    15%	-4%	19%	-2%	-12%	0%	-5	0%	7%
COc1ccc(NC(=O)Cc2nc3ccccc3[nH]2)cc1
    -1%	0%	?	4%	24%	?	-12	-5%	?
Clc1ccc(CNC2CCCC2)c(Cl)c1
    -10%	5%	15%	16%	-12%	-7%	6	1%	0%
NC(=S)Nc1c(Cl)cccc1Cl
    0%	20%	3%	-21%	.	1%	17	1%	4%
COC(=O)CSc1nnc2n1C(C)(C)Cc1ccccc1-2
    1%	-5%	5%	-1%	-6%	5%	-12	0%	9%
O=c1cc(CN2CCN(c3ccccc3F)CC2)c2ccccc2o1
    -1%	0%	5%	.	13%	.	0	2%	-1%
COc1ccc(-c2nc(NCCCN(C)C)c3ccccc3n2)cc1
    -4%	-10%	-6%	10%	.	10%	?	-3%	-23%
CCOC(=O)c1ccc(NS(=O)(=O)c2ccc3c(c2)n(C)c(=O)n3C)cc1
    ?	-12%&9%	-18%	-1%	-2%	?	-4	-3%	-5%
Cc1ccccc1N1CC(=O)N(c2ccccc2C)CC1=O
    11%	16%	3%	0%	-1%	-9%	24	-3%	8%
O=C(O)c1cnn(-c2nc(-c3cccc(F)c3)cs2)c1C(F)(F)F
    4%	5%	28%	1%	23%	?	43	-5%[57.1 µM]	-3%
CCCCC(=O)Nc1ccccc1C(=O)N1CCOCC1
    6%	9%	5%	-15%	.	1%	21	7%	2%
N#CCn1cnc2sc(-c3ccccc3)cc2c1=O
    17%	26%	15%	-5%	15%	?	40	-11%[11.6 µM]	13%
COc1ccc(-c2cc3c(o2)CCCC3OCCN2CCOCC2)cc1 (stereo not drawn)
    4%	?	-18%	.	6%	.	5	3%	-12%
CCN(CC)CCCN(Cc1cc2cc(OC)ccc2[nH]c1=O)C(=O)Nc1ccccc1
    0%	0%	?	-1%	-12%	-2%	-4	-2%	?
O=C(CN1C(=O)C2C3C=CC(C3)C2C1=O)Nc1ccc(F)cc1 (stereo not drawn)
    30%	?	-3%	9%	2%	8%	-8	-5%	-4%
CCSc1nnc(NC(=O)c2cccc3ccccc23)s1
    -23%	22%	-9%	-11%	3%	-5%	-1	-17%	-5%
C[C@H](CO)N1C[C@H](C)[C@@H](CN(C)S(=O)(=O)c2ccccc2)Oc2c(NC(=O)C3CCCCC3)cccc2C1=O
    -7%	0%	-7%	?	-1%	1%	13	-1%	-3%
O=C(NCC1CCCO1)C(C(=O)c1ccccc1)n1cc(Cl)ccc1=O (stereo not drawn)
    -7%	-20%	2%	1%	1%	-2%	11	12%	8%
CC(C)OCCCNS(=O)(=O)c1ccc2ccccc2c1
    -12%	-3%	-13%	-6%	-8%	-2%	12	4%	8%
O=C(CN1CCN(Cc2ccccc2)C1=O)NCCCN1CCOCC1
    5%	9%	10%	-13%	2%	-1%	4	2%	3%
COc1ccc(CNC(=O)/C(C)=C\C(=O)O)cc1
    17%	-1%	-3%	-4%	-23%[11.3 µM]	2%	-13	-11%[57.1 µM]	-5%
Cc1cccc(-n2c(CCc3ccccc3)nnc2SCC(=O)c2ccccc2)c1
    10%	?	-4%	4%	?	?	-86*	-25%	1%
CN(C)CCn1cnc2c1c(=O)[nH]c(=O)n2Cc1ccccc1
    4%	-5%	13%	-3%	2%	-6%	6	2%	13%
CCCn1c(N)c(N(CCOC)C(=O)CSc2cc(C)c3cccc(C)c3n2)c(=O)[nH]c1=O
    0%	20%	-1%	-12%	5%	5%	45	2%	5%

# One compound at a time, as listed above. Order of values: KB-3-1 tox | KB-V1 cytotox | HT1080 IDH1KD tx | SW480 rerep | ATXN2 expr inh | MCF10A rereplic | IL-1B inflam inh | WRN helicase inh | HT1080-NT tox
# Entry for Cc1ccccc1N1CC(=O)N(c2ccccc2C)CC1=O : 11% | 16% | 3% | 0% | -1% | -9% | 24 | -3% | 8%
# Entry for COC(=O)CSc1nnc2n1C(C)(C)Cc1ccccc1-2 : 1% | -5% | 5% | -1% | -6% | 5% | -12 | 0% | 9%

# The list continues:
# Below each SMILES: KB-3-1 tox	KB-V1 cytotox	HT1080 IDH1KD tx	SW480 rerep	ATXN2 expr inh	MCF10A rereplic	IL-1B inflam inh	WRN helicase inh	HT1080-NT tox
O=C(CCCn1c(SCc2ccccc2F)nc2ccccc2c1=O)NCC1CCCO1 (stereo not drawn)
    -4%	12%	-4%	-2%	-13%	?	-25	-4%	0%
CCN(CC)C(=O)Cn1cc(S(=O)(=O)CC(=O)N2CC(C)OC(C)C2)c2ccccc21 (stereo not drawn)
    -1%	7%	3%	1%	3%	2%	2	-1%	3%
COc1ccc(CCN2C(=NC(=O)CCC(=O)O)SC3CS(=O)(=O)CC32)cc1OC (stereo not drawn)
    -3%	-10%	-2%	4%	5%	3%	13	-2%	-2%
CCC/C=N/Nc1nnc(Cc2ccccc2)c(=O)[nH]1
    2%	5%	?	-2%	-2%	1%	24	10%	?
N#CCCN1CCN(S(=O)(=O)c2ccc(S(=O)(=O)NCC3CCCO3)cc2)CC1 (stereo not drawn)
    -13%	?	1%	1%	-5%	-1%	-2	4%	-3%
Cc1ccc(OCC(=O)N2CCC(Cc3ccccc3)CC2)c([N+](=O)[O-])n1
    ?	-1%	1%	-20%	.	1%	-17	7%	0%
CCCN1CCN(C(=O)c2ccc3[nH]c(C)c(C)c3c2)CC1
    2%	9%	8%	.	.	.	3	10%	16%
O=C(COC(=O)CCN=C1NS(=O)(=O)c2ccccc21)NNC(=O)c1ccccc1
    1%	2%	-1%	-3%	1%	5%	18	-7%	5%
Cc1cc(Nc2ncc(Cl)cc2Cl)n[nH]1
    19%	4%	-12%	-18%	1%	1%	-7	1%	-1%
O=C(CN1C(=O)NC2(CCCCCC2)C1=O)NCc1ccccc1
    -8%	23%	9%	-13%	12%	5%	9	-1%	5%
COc1ccc(NC(=O)CN(C)C(=O)CN2C(=O)C3CCCCC3C2=O)cc1 (stereo not drawn)
    4%	1%	-25%	-9%	5%	-2%	8	-6%	-16%
Cc1nn(C(C)C(=O)NCc2ccccc2)c(C)c1[N+](=O)[O-] (stereo not drawn)
    -2%	-18%	22%	-1%	-2%	2%	15	0%	7%
Cc1ccc(S(=O)(=O)CCc2nnc(NC(=O)C3CCCO3)s2)cc1 (stereo not drawn)
    8%	23%	9%	0%	4%	0%	0	-8%	11%
Cc1cc(C)nc(NS(=O)(=O)c2ccc(N=Cc3c(C)[nH]n(-c4ccccc4)c3=O)cc2)n1
    -3%	12%	-12%	0%	1%	7%	4	-13%	0%
